M5 antag = blocks acetylcholine activation of human M5 receptor; P08912; CHO-hM5 cells, Fluo-8 calcium fluorescence, ACh EC80; inhibition, % at 3 µM; actives 0.59% (n = 360,000); AID 624040;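 active means inhibition above a per-plate cutoff, the mean of that plate's test compounds plus 3 SD, cut at about 27% in these data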;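 further: 0% = acetylcholine EC80 with DMSO and 100% = DMSO without agonist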
Target sequence (P08912 whole entry, looked up): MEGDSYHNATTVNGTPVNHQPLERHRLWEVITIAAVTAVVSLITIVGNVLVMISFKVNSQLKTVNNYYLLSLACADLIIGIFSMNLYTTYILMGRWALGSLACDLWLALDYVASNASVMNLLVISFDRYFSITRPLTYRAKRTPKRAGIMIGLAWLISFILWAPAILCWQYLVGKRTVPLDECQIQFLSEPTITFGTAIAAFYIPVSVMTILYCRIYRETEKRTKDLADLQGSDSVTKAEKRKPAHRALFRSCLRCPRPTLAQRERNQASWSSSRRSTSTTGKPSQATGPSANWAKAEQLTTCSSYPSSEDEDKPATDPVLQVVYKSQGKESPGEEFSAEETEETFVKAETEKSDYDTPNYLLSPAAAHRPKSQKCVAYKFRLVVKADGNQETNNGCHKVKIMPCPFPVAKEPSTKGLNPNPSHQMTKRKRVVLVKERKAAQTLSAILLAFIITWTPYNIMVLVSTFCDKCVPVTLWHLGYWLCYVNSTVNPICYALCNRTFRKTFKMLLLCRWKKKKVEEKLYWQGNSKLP
CHRM5 PAM = CHRM5 positive allosteric modulation | activation, % at 3 µM | P08912 | AID 624038 | actives 0.3% (n = 360,000) | CHO-K1 hM5, Fluo-8 calcium, ACh EC20 PAM; 0% = ACh EC20, 100% = ACh EC100;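 active means activation above the run cutoff, the mean activation of all test compounds plus 3 SD, cut at about 18% in these data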
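system = human M5 receptor in CHO-K1 cells | reagent = EC20 acetylcholine as agonist stimulus | compound dosing = single-point, 3 µM nominal | incubation = Fluo-8 loading 80 min at 37 °C plus 30 min room temperature | detection = Fluo-8 calcium dye fluorescence, kinetic read | benchmarks = low control EC20 acetylcholine (0%), high control EC100 acetylcholine (100%)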
M1 ag parental = M1 agonist counterscreen hit in parental CHO-K1 cells | Fluo-8 calcium fluorescence; scaled to maximal ATP response, vehicle zero | activation, % at 3 µM | actives 0.48% (n = 360,000); in the data active means activation above about 15%;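 further: untransfected CHO-K1 host cells lacking M1 receptor as counterscreen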
CHO-K1 Ca antag = M1 antagonist counterscreen hit in parental CHO-K1 cells; ATP-induced calcium, Fluo-8 fluorescence; inhibition, % at 3 µM; actives 0.6% (n = 360,000);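 active means inhibition above a per-plate cutoff, the plate's mean sample inhibition plus 3 SD, cut at about 24% in these data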;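 further: 0% = DMSO plus EC80 ATP and 100% = DMSO alone without ATP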
M1 PAM parental = nonselective activator or artifact in parental CHO-K1 calcium assay | ATP EC20, Fluo-8 calcium fluorescence; 0% at ATP EC20, 100% at ATP max | activation, % at 3 µM | actives 0.02% (n = 360,000);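 active means activation above the run cutoff, the mean activation of all test compounds plus 3 SD, cut at about 40% in these data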;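 further: peak over basal fluorescence ratio in a 140 s read after ATP addition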
CHRM5 agonist = CHRM5 agonism in calcium assay. AID 624037. activation, % at 3 µM. P08912. CHO-K1 hM5 cells, Fluo-8 calcium fluorescence; 0% DMSO wells, 100% maximal acetylcholine response. actives 0.19% (n = 360,000);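 active means activation above the run's mean over test compounds plus 3 SD, cut at about 23% in these data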;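 further: signal is peak over basal fluorescence ratio across the kinetic read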
M4 PAM = positive allosteric modulators of human muscarinic M4 receptor; activation, % at 3 µM; CHO-K1 hM4/Gqi5, Fluo-8 calcium fluorescence, ACh EC20; 0% = ACh EC20, 100% = maximal ACh; actives 0.4% (n = 360,000);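 active means activation above its plate's cutoff, the mean activation of sample wells plus 3 SD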; further: some results filed as inactive read as strong as hits
Target sequence (P08173 whole entry, looked up): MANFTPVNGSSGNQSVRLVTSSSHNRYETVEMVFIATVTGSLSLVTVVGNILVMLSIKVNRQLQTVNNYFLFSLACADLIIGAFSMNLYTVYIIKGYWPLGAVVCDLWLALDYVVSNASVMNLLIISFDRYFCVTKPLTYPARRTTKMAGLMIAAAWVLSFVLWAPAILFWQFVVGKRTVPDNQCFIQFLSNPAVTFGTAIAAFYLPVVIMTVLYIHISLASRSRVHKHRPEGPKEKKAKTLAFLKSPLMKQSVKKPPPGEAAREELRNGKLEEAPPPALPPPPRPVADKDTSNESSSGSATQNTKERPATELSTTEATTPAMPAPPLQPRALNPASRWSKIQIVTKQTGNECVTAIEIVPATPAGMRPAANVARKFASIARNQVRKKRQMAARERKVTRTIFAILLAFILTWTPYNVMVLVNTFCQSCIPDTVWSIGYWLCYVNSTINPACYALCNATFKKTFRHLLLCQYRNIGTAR
M4 antag = CHRM4 antagonism in calcium assay. P08173. CHO-hM4 cells, ACh EC80, Fluo-8 calcium fluorescence. inhibition, % at 3 µM. actives 0.73% (n = 360,000). AID 624125;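 active means inhibition above its plate's cutoff, the mean inhibition of sample wells plus 3 SD, cut at about 27% in these data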;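 further: 0% = acetylcholine EC80 with DMSO and 100% = DMSO without agonist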
M4 ag = agonists of human muscarinic M4 receptor (CHRM4); actives 0.14% (n = 360,000); activation, % at 3 µM; CHO-K1 hM4/Gqi5, Fluo-8 calcium fluorescence; vehicle 0%, full acetylcholine response 100%;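 active means activation above the run mean over all test wells plus 3 SD, cut at about 32% in these data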;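 further: peak over basal fluorescence ratio per well then scaled between controls; 0% = DMSO wells and 100% = acetylcholine at EC100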
An asterisk follows results filed as active. Outcome played no part in choosing rows. Share with any hit: about 2.7%.

SMILES	M5 antag	CHRM5 PAM	M1 ag parental	CHO-K1 Ca antag	M1 PAM parental	CHRM5 agonist	M4 PAM	M4 antag	M4 ag
Cc1ccc(CN2CC(C(=O)Nc3cc(S(C)(=O)=O)ccc3Cl)CC2=O)cc1 (configuration not stated)	5	-2	0.1	-4	-1	-3	6	-4	1
CCCCC(=O)NS(=O)(=O)c1ccc(N=NN(CC)CC)cc1	2	-1	0.9	4	-2	-1	0	1	0
NC(=O)C1(N2CCCCC2)CCN(S(=O)(=O)c2cc(Cl)ccc2Cl)CC1	3	-5	1.6	-3	7	4	-5	-3	3
COc1ccc(C2Oc3ccccc3N2C(C)=O)cc1 (configuration not stated)	11	1	0.1	1	9	-2	-1	31*	1
NC(=O)C(c1ccccc1)c1ccc(C(=O)c2ccccc2)cc1 (configuration not stated)	9	-8	8.0	-5	10	4	1	0	10
Cc1cccc(-n2c(SCC(=O)NC3CCCC3)nnc2-c2ccoc2C)c1	-7	-2	-0.1	-6	-4	-1	3	-4	0
CCOc1cc(C2C(C(=O)c3ccco3)=C(O)C(=O)N2CC2CCCO2)ccc1O (configuration not stated)	0	5	1.3	-9	10	-3	6	2	1
O=C(Cc1c[nH]c2ccccc12)OCCOC(=O)Cc1c[nH]c2ccccc12	7	-9	3.2	-2	12	4	-6	10	7
CCOC(=O)c1sc(=NC(=O)c2cccc(C)c2)n(C)c1C	7	5	0.2	-9	12	-1	9	-4	2
O=S(=O)(CCSc1ccccn1)c1nc2ccccc2s1	2	-1	1.6	-14	5	1	-4	4	1
CCN1C(=O)/C(=C\N2CCCCCC2)SC1=S	32*	-22	0.7	10	-9	-6	-22	69*	2
COc1ccc(CN(C)C(=S)Nc2ccc(Cl)cc2)cc1	-5	-2	0.8	-18	24	-6	4	-6	2
CCc1ccc[n+](-c2nc3ccccc3nc2C(=C=[N-])C#N)c1	3	-1	0.8	-9	0	0	1	-8	1
COC(=O)c1ccccc1NC(=O)CCS(=O)(=O)c1ccc(Br)s1	2	-3	0.0	-5	1	-1	2	9	0
CCCCCc1cccnc1	8	-6	0.3	-4	13	1	0	-1	1
CCC(=O)N1CCc2cc(S(=O)(=O)NCCN3CCC(C)CC3)ccc21	-17	8	0.5	-14	9	-2	7	-12	1
CCOC(=O)c1c2n(c3c(NCc4ccccc4)ncnc13)CCCC2	-4	0	0.1	24*	-8	-8	-4	0	1
Cc1nc2ccccc2c(=O)n1CCCO	3	-5	0.1	-5	11	0	1	10	-1
COc1cccc(C(=O)Nc2cc(NC(=O)c3cccs3)ccc2C)c1OC	-5	-4	1.6	-11	6	4	1	-11	10
COc1cccc(NC(=O)N2CCCC2C(=O)Nc2ccc3c(c2)OCO3)c1 (configuration not stated)	2	-3	0.0	-12	19	-7	6	-2	1
CC1(Cc2ccc3ccccc3n2)C(=O)Nc2ccc(OC(F)(F)F)cc21 (configuration not stated)	6	0	0.3	2	-10	0	7	-5	1
COc1ccc(CC(=O)Nc2cccc(-c3nnc(-c4ccccc4)o3)c2)cc1OC	-2	-7	5.6	-5	11	6	-1	-7	9
CCOc1ccc(C(=O)O/N=C(\N)c2ccc([N+](=O)[O-])cc2)cc1OCC	6	-9	1.0	-5	18	-1	-4	6	1
O=C(COc1ccccc1)N1CCN(C(=O)COc2ccccc2)CC1	11	1	0.7	-14	18	-1	1	2	0
COC(=O)C(C)(C)ONC(=O)Nc1ccccc1Br	-8	2	-0.3	-6	32	-3	9	-30	-1
CCOc1cc(C)c(S(=O)(=O)NCc2ccccn2)cc1C	10	2	2.4	-3	9	3	-1	-8	10
Cc1cc(=O)[nH]n(CCO)c1=O	4	-3	0.2	-13	13	7	-12	-17	0
O=C1N(Cc2ccccc2)c2ccccc2OC1(F)F	4	-6	-0.1	-9	-1	-3	0	-3	-1
CCOC(=O)NCc1ccc2c(c1)cc(C)n2C	-5	2	1.1	9	-6	-1	-10	0	2
O=C(Nc1ccc(N2C(=O)CCC2=O)cc1Cl)c1cccs1	-11	4	-0.1	-7	7	-1	9	-2	2
Cc1cc(C)c(S(=O)(=O)N2CCOC2CNC(=O)C(=O)NCCCN2CCOCC2)c(C)c1 (configuration not stated)	12	-1	1.7	-4	10	-2	-5	2	-1
CC(=O)N(Cc1cccs1)Cc1cc2cc(C)c(C)cc2nc1Cl	4	-5	5.6	-24	24	2	-5	-3	5
Cc1cccc(OCC(=O)Nc2ccc(N3CCN(C(=O)c4ccccc4)CC3)cc2)c1	11	-16	15	2	8	7	-5	4	15
COc1cccc(CN2CCN(Cc3cc(OC)c(OC)c(OC)c3)CC2)c1OC	7	-6	0.7	-8	11	-3	-1	-3	1
CN(C(=O)CSc1ncc(C(F)(F)F)cc1Cl)c1c(N)n(Cc2ccccc2)c(=O)[nH]c1=O	13	3	2.0	-13	10	-3	-2	7	1
O=C(CNC(=O)c1ccccc1)N/N=C/c1ccc([N+](=O)[O-])s1	-12	4	0.1	2	2	-1	-2	0	1
COc1ccc(-c2n[nH]c(=S)nc2-c2ccc(OC)cc2)cc1	0	0	14	21	4	1	-2	-2	1
Clc1ccc(OCc2nnc3n2N=C(c2ccc4c(c2)OCCO4)CS3)c(Cl)c1	-6	7	-0.1	6	2	-4	-1	8	-1
CC1CCN(S(=O)(=O)c2ccc3c(c2)N(CC(=O)NCCN2C(C)CCCC2C)C(=O)CS3)CC1 (configuration not stated)	-15	8	0.5	-6	9	-8	-5	8	0
COc1ccc(NC(=O)C2Cc3c(-c4ccccc4Oc4ccccc4)ccnc3O2)cc1 (configuration not stated)	6	-9	0.6	-13	-3	0	-4	-10	3

Entries of single compounds, looked up by structure.
Entry for O=C(COc1ccccc1)N1CCN(C(=O)COc2ccccc2)CC1 → M5 antag = 11; CHRM5 PAM = 1; M1 ag parental = 0.7; CHO-K1 Ca antag = -14; M1 PAM parental = 18; CHRM5 agonist = -1; M4 PAM = 1; M4 antag = 2; M4 ag = 0
Entry for COc1cccc(CN2CCN(Cc3cc(OC)c(OC)c(OC)c3)CC2)c1OC → M5 antag = 7; CHRM5 PAM = -6; M1 ag parental = 0.7; CHO-K1 Ca antag = -8; M1 PAM parental = 11; CHRM5 agonist = -3; M4 PAM = -1; M4 antag = -3; M4 ag = 1

Following part
SMILES	M5 antag	CHRM5 PAM	M1 ag parental	CHO-K1 Ca antag	M1 PAM parental	CHRM5 agonist	M4 PAM	M4 antag	M4 ag
Cc1ccc(NC(=O)C2CC(=O)n3c(nc4ccccc43)N2)cc1C (configuration not stated)	-7	9	0.1	-9	11	4	20	-2	1
Cc1cc(C)c(C#N)c(OCC(=O)c2ccccc2)n1	-6	6	-0.4	-2	3	-3	5	-11	0
O=C(CSc1nc(Nc2ccccc2)nc(N2CCOCC2)n1)Nc1cccc([N+](=O)[O-])c1	11	-7	3.9	-5	18	0	-2	-6	5
COc1ccc(C(=O)N[C@H](C(=O)OCc2cc(=O)oc3cc(C)ccc23)C(C)C)cc1	-8	2	0.6	-13	24	2	10	-2	2
CC(=O)c1cccc(NC(=O)C(C)N(C)CC(=O)Nc2ccc(Cl)cc2)c1 (configuration not stated)	10	-7	5.2	-5	6	2	-13	-2	8
Cc1ccccc1NC(=O)C1CCCN(S(=O)(=O)c2c(C)noc2C)C1 (configuration not stated)	-11	8	0.3	-12	6	0	4	-18	2
c1ccc(Cc2nnc3n2N=C(c2ccccc2)CS3)cc1	1	4	2.3	-11	11	0	-3	6	2
NNc1nc(-c2ccccc2)cc(-c2ccc(Br)cc2)n1	-6	17	-0.2	6	-8	5	1	1	0
COc1cc(C(=O)N[C@@H](C)C(=O)N2CCC3(CC2)NCCc2[nH]cnc23)cc(OC)c1OC	12	-2	1.4	-14	5	-3	-4	10	2
COc1cc(Br)c(CC(=O)NC2CC2)cc1OC	7	2	0.3	4	-11	0	1	-6	0
COc1ccccc1CNc1nc(Nc2ccccc2-n2cccn2)c2sccc2n1	-5	1	0.0	1	14	-1	-6	5	0
O=C(CCNS(=O)(=O)c1ccc(Cl)cc1)N1CCN(c2ccccn2)CC1	-5	6	2.1	-10	0	0	5	7	5
O=C(CCc1nc(-c2cccs2)no1)Nc1cnc2ccccc2c1	4	-2	6.2	-6	28	-2	4	-9	4
OCCNC(=S)Nc1ccc(Cl)c(Cl)c1	12	-11	4.1	-2	9	5	5	-8	7
O=C(COC(=O)c1ccccc1F)NC1CCCC1	-3	-3	0.4	-4	11	-1	-4	-1	1
CCOC(=O)c1sc(N)c(C#N)c1CSc1nnc(C2CCCCC2)n1N	2	-6	-0.3	-9	13	0	-6	4	1
Cn1nccc1NC(=O)COCC(=O)O	6	-3	1.4	-3	16	1	3	5	0
COc1ccc(-c2cc(C(=O)NC(C(=O)O)C(C)C)c(C)o2)cc1OC (configuration not stated)	-3	-12	0.3	3	3	-6	2	0	1
CCCc1nc2ccc(Br)cn2c1Cc1ccccc1	-8	-7	-0.1	10	-7	-7	-1	-5	1
O=C(O)CCC(=O)N1N=C(c2ccco2)CC1c1ccco1 (configuration not stated)	2	-3	0.1	0	-9	1	3	-15	1
COCCNC(=O)C1(C)CCCN(C(=O)c2ccc3c(c2)CCO3)C1 (configuration not stated)	-2	0	0.6	2	-8	3	8	-6	2
CCc1ccc[n+](-c2[nH]c(=O)sc2/C=N/N=C(\[O-])c2cccnc2)c1	-1	2	0.0	-14	12	-1	-8	-2	0
O=C(Nc1cccc2c1CCCC2)c1ccco1	-6	-2	-0.2	-23	10	2	10	-5	0
CN(CC(=O)Nc1ccccc1Cl)C(=O)c1ccc(N2C(=O)CCC2=O)cc1	0	-4	0.5	11	0	0	-5	-4	0
CCCCN(C(=O)c1ccc2c(c1)OCO2)c1c(N)n(CC(C)C)c(=O)[nH]c1=O	6	-9	0.5	-16	8	4	3	6	0
Cc1cccc(-n2nnc3c(=O)n(CC(=O)Nc4cc(C)on4)cnc32)c1	6	-4	0.6	-11	10	-3	-7	-13	6
Cc1cccc(NC(=O)C2CCCN(C(=O)NC3CCCCC3)C2)c1C (configuration not stated)	6	1	-0.2	13	-5	3	-10	12	0
CC1CCC(NC(=O)c2ccc(S(C)(=O)=O)cc2)CC1 (configuration not stated)	0	3	-0.5	11	-9	3	-4	7	0
COC(=O)c1ccc(NC(=O)CN(C2CCCCC2)S(C)(=O)=O)cc1	14	-9	0.4	6	0	-3	3	-1	2
CCOC(=O)N1CCN(S(=O)(=O)c2ccc(C(=O)NNc3nc4c(C)cccc4s3)cc2)CC1	-6	-7	-0.1	5	14	-1	0	-22	4
COc1ccc2c(c1)OC[C@H]1[C@H]2N2C(=O)c3ccc(C)cc3NC(=O)[C@@]2(C)[C@H]1c1ccccc1	4	-2	0.8	-13	-2	-2	6	-7	3
O=C(CCc1nnc(Cc2cccc(C(F)(F)F)c2)o1)NCC(F)(F)F	-12	4	0.4	-10	16	0	1	13	2
Cc1ccc(S(=O)(=O)CC(c2ccccc2)N2CCOCC2)cc1 (configuration not stated)	9	-1	-0.3	4	-1	-1	-4	4	0
COc1ccc(Cc2nnc(NC(=O)c3ccc(OC(C)=O)cc3)s2)cc1OC	-7	4	2.3	0	11	11	-10	-3	8
Cc1onc(-c2c(F)cccc2Cl)c1-c1nnc(-c2cccc3ccccc23)o1	6	-10	0.4	-1	-10	3	3	-9	1
Cc1ccc(Sc2ncccc2C(N)=O)cc1	-1	-4	3.6	5	-17	7	-28	-2	10
